UBC13 inh: inhibitors of human UBC13 polyubiquitin chain formation; P61088; TR-FRET; inhibition, % at 20 µM; 330,000 tested, 0.47% active; AID 485273; in the data active = inhibition above about 45%, passing the limit was not always enough; inconclusive = no clear call, values can overlap the other calls
Target sequence (P61088 whole entry, looked up): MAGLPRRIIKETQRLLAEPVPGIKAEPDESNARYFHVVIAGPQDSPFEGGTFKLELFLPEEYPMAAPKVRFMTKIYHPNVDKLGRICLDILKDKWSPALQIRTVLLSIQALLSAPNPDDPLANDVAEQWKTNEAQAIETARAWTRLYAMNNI
Apaf1 inhib: blocks human Apaf-1 apoptosome activity. O14727. AID 489030. 330,000 tested, 0.71% active. reconstituted apoptosome caspase-3 activity, DEVD-Rh110 fluorescence. inhibition, % at 20 µM; active = inhibition of at least 40% at 20 µM;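 note: plate controls were DMSO wells for no effect and DEVD-CHO caspase inhibitor wells for full effect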
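Assay system – apoptosome proteins · Medium – Hepes buffer, pH 7.5 · Also added – cytochrome c with DEVD-Rh110 · Timing – 30 min compound preincubation, 50 min activation, room temperature · Detection – Rh110 fluorescence, excitation 480 nm, emission 540 nm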
EBI2 antag: antagonists of human EBI2 receptor. EBI2 beta-arrestin recruitment, luminescence, 7a,25-OHC stimulated. P32249. 360,000 tested, 0.81% active. inhibition, % at 5 µM; in the data active = inhibition above about 38%;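 note: enzyme fragment complementation signal reports receptor beta-arrestin coupling in cells; 0% = agonist plus DMSO wells and 100% = wells without agonist; some results beyond the cut were filed as inactive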
SENP8 inh: SENP8 protease inhibition. inhibition, % at 10 µM. Q96LD8. 330,000 tested, 1.2% active. AID 2540. purified SENP8, Z-RLRGG-aminoluciferin cleavage, luminescence
Target sequence (Q96LD8 whole entry, looked up): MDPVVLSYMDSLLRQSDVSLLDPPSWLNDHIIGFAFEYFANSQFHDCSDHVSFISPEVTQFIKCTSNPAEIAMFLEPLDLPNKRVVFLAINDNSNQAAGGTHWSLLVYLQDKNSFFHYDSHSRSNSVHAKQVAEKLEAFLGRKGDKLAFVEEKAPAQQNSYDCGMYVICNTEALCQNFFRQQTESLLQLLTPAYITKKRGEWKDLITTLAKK
Jurkat NFkB inh: lowers PMA/ionomycin-induced NF-kB signal in Jurkat cells. PMA/ionomycin-induced NF-kB luciferase reporter, luminescence. inhibition, % at 4 µM. 330,000 tested, 0.53% active. AID 435003
Gli-Sufu block: antagonists of Gli-Sufu signaling. Sufu-KO-LIGHT fibroblasts, Gli luciferase reporter luminescence. inhibition, % at 5 µM. 340,000 tested, 0.74% active. AID 588413;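 active = inhibition above about 55%, limit read from the data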;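 note: 0% = DMSO-treated cells and 100% = wells with medium but no cells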
697 NFkB inh: lowers PMA/ionomycin-induced NF-kB signal in 697 B cells; 697 B-cell NF-kB luciferase reporter, 16 h; inhibition, % at 4 µM; 330,000 tested, 0.33% active; in the data active = inhibition above about 35%
CCR6 antag: antagonists of human CCR6 receptor; CHO-K1 CCR6 PathHunter beta-arrestin, luminescence, CCL20-stimulated; P51684; 340,000 tested, 0.49% active; inhibition, % at 20 µM;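 active = compounds whose inhibition of the agonist-driven luminescence signal at 20 µM reaches about 50%, limit read from the data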;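 note: cells stimulated with CCL20 at 14 nM final; plate controls were DMSO with CCL20 for no effect and DMSO without agonist for full effect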
Target sequence (P51684 whole entry, looked up): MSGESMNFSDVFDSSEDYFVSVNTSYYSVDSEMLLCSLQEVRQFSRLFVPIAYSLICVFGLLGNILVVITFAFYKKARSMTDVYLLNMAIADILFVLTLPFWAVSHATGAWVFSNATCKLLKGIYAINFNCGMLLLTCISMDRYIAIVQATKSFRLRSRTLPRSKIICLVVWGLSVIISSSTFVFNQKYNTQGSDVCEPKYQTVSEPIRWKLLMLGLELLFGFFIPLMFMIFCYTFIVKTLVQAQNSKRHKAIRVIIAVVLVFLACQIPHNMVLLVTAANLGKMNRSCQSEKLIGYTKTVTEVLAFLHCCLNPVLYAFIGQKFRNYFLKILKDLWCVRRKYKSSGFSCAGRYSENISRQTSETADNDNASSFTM
An asterisk follows results filed as active; ? = inconclusive; . = not tested or not shown. Cut-off read from the data, not from the text of the source, unless noted: active = inhibition above about 50%; inactive = the rest. A portion of the library, so the mix of outcomes need not match the whole.

SMILES	UBC13 inh	Apaf1 inhib	EBI2 antag	SENP8 inh	Jurkat NFkB inh	Gli-Sufu block	697 NFkB inh	CCR6 antag
Cc1nn(C)cc1CN(C)C(=O)c1nn2c(c1Br)NC(c1cccs1)CC2C(F)(F)F (centres undefined)	4	-6	5	3	9	8	-1	-9
O=C(CSc1nnc(CNC(=O)C23CC4CC(CC(C4)C2)C3)n1-c1ccccc1)Nc1ccc(F)cc1	4	16	6	1	2	6	0	7
CSc1cccc(NS(=O)(=O)c2cccs2)c1	7	-1	9	8	-5	-14	-1	8
Cc1ccccc1CNC(=O)CCC(=O)N1CCOc2ccccc21	3	-5	-2	6	11	6	5	7
Cc1ccc(C(=O)Nc2ccc(F)cc2)cc1NC1=NC2CS(=O)(=O)CC2S1 (centres undefined)	-2	11	-4	-10	-6	3	-2	4
CCCCCC(=O)N(O)C1CC(=O)N(c2ccccc2)C1=O (centres undefined)	4	-15	-4	0	-14	0	30	14
NS(=O)(=O)c1ccc(CCNC(=O)COC(=O)C2COc3ccccc3O2)cc1 (centres undefined)	-1	-14	-6	5	1	-10	9	-4
O=c1c2ccccc2oc2ccc(C#CC3(O)CCCCC3)cc12	16	27	8	92*	-161	28	-180	1
CCN(CC)C(=O)CSc1nnc(-c2ccccn2)n1Cc1ccccc1	10	-6	-13	-1	8	4	12	6
C/C(CC(=O)Nc1c(C)cc(C)cc1C)=N\NC(=O)Cc1ccccc1	2	5	0	4	-3	-5	8	13
Cc1ccc(CC2(O)CC(C)N(C)CC2C)c(C)c1 (centres undefined)	5	-8	-7	7	16	-6	0	12
COC(=O)[C@H](C)NC(=O)NCc1ccc(F)cc1	-1	-1	-8	-5	7	0	-19	1
CCCCOc1ccc(C2CC(=O)N(C)C2=O)cc1 (centres undefined)	-6	0	0	-1	-22	3	-14	-4
CCC1CCCCN1C(=S)NC(=O)c1ccc([N+](=O)[O-])cc1 (centres undefined)	0	5	-14	-4	3	-4	-5	16
CCOc1ccc(S(=O)(=O)NCCC(=O)Nc2ncccc2C)cc1	-6	8	-3	-1	-3	0	9	-5
CC(C)Nc1nc(NC2CCCC2)nc(N2CCOCC2)n1	4	-3	0	-3	15	24	-30	14
CCCNS(=O)(=O)c1ccc(NC(=O)c2ccccn2)cc1	-2	-6	5	41	-11	-51	-45	16
COCC1CCN(Cc2cn(-c3ccccc3F)nc2-c2cc(C)sc2C)CC1	10	-9	-10	-6	6	-23	9	14
COC(=O)c1ccccc1NS(=O)(=O)c1ccc(F)cc1	-9	5	-5	1	-9	1	-18	9
C/C(=N\NC(=O)c1cccs1)c1cccnc1	7	10	6	-3	-18	-6	12	-1
O=C(c1cc(-c2ccc(F)cc2)nc2ccccc12)N1CCC1	-2	8	-6	10	-4	3	-19	-4
O=C(NC(=S)N1CCOCC1)c1cn(-c2ccccc2)nc1-c1ccc(F)cc1	9	20	-2	-18	-12	-7	-3	34
O=C(COC(=O)CCSc1ccccc1)Nc1ccc(F)cc1Cl	9	11	-6	0	-7	-8	0	5
Cc1cc(C)cc(OCC(=O)OC(C)C(=O)Nc2c(C)n(C)n(-c3ccccc3)c2=O)c1 (centres undefined)	4	-1	-19	6	20	-3	8	-2
Cc1ccc(C)c(NC(=O)CSc2nc3ccccc3nc2N2CCOCC2)c1	11	8	11	8	5	4	19	14

The list goes on; it opens with the four that closed the last part.
SMILES	UBC13 inh	Apaf1 inhib	EBI2 antag	SENP8 inh	Jurkat NFkB inh	Gli-Sufu block	697 NFkB inh	CCR6 antag
O=C(NC(=S)N1CCOCC1)c1cn(-c2ccccc2)nc1-c1ccc(F)cc1	9	20	-2	-18	-12	-7	-3	34
O=C(COC(=O)CCSc1ccccc1)Nc1ccc(F)cc1Cl	9	11	-6	0	-7	-8	0	5
Cc1cc(C)cc(OCC(=O)OC(C)C(=O)Nc2c(C)n(C)n(-c3ccccc3)c2=O)c1 (centres undefined)	4	-1	-19	6	20	-3	8	-2
Cc1ccc(C)c(NC(=O)CSc2nc3ccccc3nc2N2CCOCC2)c1	11	8	11	8	5	4	19	14
O=C(Nc1ccc(-c2noc(COc3ccccc3Cl)n2)cc1)c1ccco1	9	9	3	-14	-72	-48	-88	10
Cc1c(N=Cc2cccs2)c(=O)n(-c2ccccc2)n1C	-11	-182	1	-4	9	-6	7	1
COc1ccccc1/C=N/OCc1cc(C(C)=O)ccc1OC	1	22	-7	-5	-8	3	-17	2
COC(=O)C(C)Sc1nnc(Cc2cc(=O)[nH]c(=O)[nH]2)n1-c1cc(C)ccc1C (centres undefined)	?	20	-9	-6	-10	2	12	6
Cc1cccc(N(CC(=O)NC(C)(C)C)C(=O)CCC(=O)Nc2nccs2)c1	1	3	-8	10	5	-12	5	12
O=C(NCC1CCCO1)c1ccc2c(=O)n(CC3CCCO3)c(SCC(=O)N3CCCC3)nc2c1 (centres undefined)	0	-4	5	-3	-13	.	14	-1
COc1cccc(CC(NC(C)=O)C(=O)NC2CCN(C(=O)C3CCCCC3)CC2)c1OC (centres undefined)	0	-1	3	-10	5	24	18	-7
COC(Cc1nnc(SC)n1-c1ccc(Cl)cc1)OC	7	-8	-10	-4	5	-4	2	14
Cc1nn(C(=O)CN2C(=O)c3ccccc3C2=O)c(C)c1Br	-1	0	11	-6	-3	-10	13	1
CC(=O)Nc1ccc(S(=O)(=O)NCc2ccc3[nH]c(C)cc3c2)cc1	15	1	-1	0	0	-1	2	12
N#C/C(=C\c1ccc(N2CCOCC2)o1)C(=O)NCCc1ccccc1	-136	9	8	-7	-7	-20	8	7
COc1ccc(OC)c(/C=N/N(C)c2ccccc2)c1	2	4	-3	-13	-108	-1	-89	-13
COc1ccc(-c2cn(Cc3ccc4c(c3)C(=O)c3ccccc3C4=O)nn2)cc1	-6	1	-11	-7	-2	-1	-3	6
O=C(Nc1ccc2c(c1)OCO2)C1CCCN1C(=O)Nc1ccccc1F (centres undefined)	-4	-13	7	2	-6	41	-2	8
COc1ccc(OCCC(=O)N2CCOCC2)cc1	6	-13	-16	1	2	-2	20	2
COc1ccc(NC(=O)CSc2nnc(-c3ccoc3C)n2CCc2ccccc2)cc1	1	18	5	1	1	2	-28	-2
O=C(NC1CCCCC1)C(=S)NC1CCCCC1	9	-6	.	0	-96	.	-107	.
O=C(Nc1ccc(O)c(-c2nc3ccccc3o2)c1)C1(c2ccc([N+](=O)[O-])cc2)CCCC1	-19	7	20	-5	6	4	9	4
CN(Cc1ccccc1)S(=O)(=O)c1ccc(NC(=O)C2CCCCC2C(=O)O)cc1 (centres undefined)	-13	1	-4	3	10	-4	-8	-12
CCOC(=O)c1ccccc1OCc1cc(/C=N/n2cnnc2)ccc1OC	5	3	-5	-14	14	2	8	-8
CC12CCC(=O)N1C(C(=O)Nc1nc(-c3ccccc3Cl)cs1)CS2 (centres undefined)	-2	27	-1	-7	-25	-17	-20	9
CSc1nnc(C)c(=O)n1COC(=O)c1ccc([N+](=O)[O-])cc1	0	-3	-3	3	0	-6	5	-7
CCC(C)Nc1nc(OC(C(F)(F)F)C(F)(F)F)nc(OC(C(F)(F)F)C(F)(F)F)n1 (centres undefined)	5	10	-12	0	1	-10	1	4
COc1ccc(CN(C)CC(=O)NC(C)c2ccccc2)c(OC)c1 (centres undefined)	-1	-8	14	15	10	9	15	1
Oc1ccc(Br)cc1Cn1nnc2ccccc21	5	-3	-7	7	9	5	7	0

Additional compounds follow:
SMILES	UBC13 inh	Apaf1 inhib	EBI2 antag	SENP8 inh	Jurkat NFkB inh	Gli-Sufu block	697 NFkB inh	CCR6 antag
O=S(=O)(ON(c1ccccc1)S(=O)(=O)c1ccccc1)c1ccccc1	4	6	6	3	-7	-5	9	8
COc1ccc(NC(=O)Nc2cccc(NC(C)=O)c2)c(OC)c1	-13	6	3	-6	-8	2	-4	4
C/C(N)=N\S(=O)(=O)c1ccc(Cl)cc1	4	-20	-9	1	7	5	18	7
CCCNC(=O)c1csc2c1CCCCC2	5	2	3	-1	1	-6	7	6
COc1cc(/C=C/C(=O)OC(C)C(=O)Nc2c(C)n(C)n(-c3ccccc3)c2=O)ccc1O (centres undefined)	1	-1	-10	4	-8	6	28	-6
CC(C)(C)c1ccc(C(=O)NC(=S)Nc2nc3c(s2)CCCC3)cc1	-38	34	42	-11	-19	30	-107	32
Cc1ccc(NC(=O)COc2cccc3c2OC(C)(C)C3)c(O)c1	6	-5	1	1	-9	-6	-1	0
COc1ccc2oc(C(=O)OCC(=O)NCC3CCCO3)c(C)c2c1 (centres undefined)	9	-4	-7	6	17	-2	6	-4
Nc1ccccc1C(=O)N1O[C@@H]2C=C[C@H]1C2	.	5	-7	.	.	-8	7	13
CCOc1ccc(C(=O)/C=C/c2cc(OC)c(OC)c(OC)c2)cc1	-3	-5	12	11	22	11	13	13
COc1ccc(CNC2CCCc3ccccc32)c(OC)c1 (centres undefined)	-5	11	-1	-4	-8	15	-29	5
COc1ccc(S(=O)(=O)N2CCCOC2CNC(=O)C(=O)NCCCn2ccnc2)cc1 (centres undefined)	6	0	-10	2	-1	1	21	8
CCOC(=O)c1c(-c2ccc(F)cc2)csc1/N=C/N(C)C	-6	5	1	-1	14	-3	-11	3
COC(=O)C[C@H]1c2ccccc2S(=O)(=O)N1C(C)C	2	-7	1	6	5	-3	24	5
CC1=C(C#N)CCC(=O)N1Cc1c(C)cc(C)cc1C	-3	-4	3	1	14	6	-9	-5
Cc1ccc(Cn2cccc(NC(=O)CCC3CCCC3)c2=O)cc1	1	18	15	-10	13	6	17	27
CCC(=O)N1CCc2cc(S(=O)(=O)CCC(=O)NCc3ccco3)ccc21	2	-4	2	-4	8	-2	6	16
CS(=O)(=O)N(CC(=O)NCc1ccccc1)Cc1ccc(Cl)cc1	9	4	18	-2	-5	-15	11	-5
O=C(c1cc(-c2ccccn2)nc2ccc(Cl)cc12)N1CCN(CCc2ccccc2)CC1	-11	15	13	5	-22	12	17	16
COc1cc(OC)nc(NC(C)=O)n1	12	-14	-4	7	-3	2	11	-3
O=C(COC(=O)c1c(F)cccc1Cl)NC(=O)Nc1ccc2c(c1)OCCO2	12	-4	1	1	-15	-7	5	2
CCn1c2ccccc2c2cc(NC(=O)c3ccc([N+](=O)[O-])cc3)ccc21	-18	-5	6	1	-52	-4	-63	26
CC1Cc2cc(S(=O)(=O)NCc3ccccc3)ccc2N1C(=O)C1CC1 (centres undefined)	1	5	-6	-6	10	2	-26	2
c1ccc(CSc2nnc(-c3ccccc3)c(-c3ccccc3)n2)cc1	-12	11	18	-5	-8	5	-24	23
CNC(=O)N/N=C(\N)c1ccccn1	-2	-11	5	-4	-4	1	-3	4

Next section
SMILES	UBC13 inh	Apaf1 inhib	EBI2 antag	SENP8 inh	Jurkat NFkB inh	Gli-Sufu block	697 NFkB inh	CCR6 antag
CC(=O)NC(=S)Nc1ccccc1N1CCN(C(=O)c2ccccc2)CC1	3	4	-11	1	7	4	-21	1
O=c1cc(NC2CCCCC2)c2ccccc2o1	-2	-5	-8	3	-9	4	-36	12
COc1ccccc1NC(=O)C(C)OC(=O)/C=C/c1ccc2ccccc2n1 (centres undefined)	1	1	2	-18	18	-24	11	16
CCCn1c(C)cc(=O)c2cc(NC(=O)c3ccccn3)ccc21	2	0	3	-11	-1	6	-12	5
C[C@H](CO)N1C[C@H](C)[C@@H](CN(C)S(=O)(=O)c2cccs2)Oc2c(NC(=O)C3CCCCC3)cccc2C1=O	-9	10	-1	-17	-1	5	2	13
O=C(NNC(=S)NC(=O)c1cccnc1)c1ccc(F)cc1	-1	10	12	2	4	-1	-3	4
Cc1ccc(OC(=O)c2ccc(C)c(C)c2)cn1	5	10	-4	-29	-16	6	20	-2
CCn1cc([N+](=O)[O-])c(C(=O)NCc2ccc(Cl)cc2)n1	-4	-5	-16	3	8	-4	1	14

As a working copy, 4 of the compounds above:
SMILES	UBC13 inh	Apaf1 inhib	EBI2 antag	SENP8 inh	Jurkat NFkB inh	Gli-Sufu block	697 NFkB inh	CCR6 antag
CC(=O)NC(=S)Nc1ccccc1N1CCN(C(=O)c2ccccc2)CC1	3	4	-11	1	7	4	-21	1
O=c1cc(NC2CCCCC2)c2ccccc2o1	-2	-5	-8	3	-9	4	-36	12
COc1ccccc1NC(=O)C(C)OC(=O)/C=C/c1ccc2ccccc2n1 (centres undefined)	1	1	2	-18	18	-24	11	16
CCCn1c(C)cc(=O)c2cc(NC(=O)c3ccccn3)ccc21	2	0	3	-11	-1	6	-12	5

Assay outcomes: PubChem BioAssay, Sanford-Burnham Center for Chemical Genomics
